BoNT-F LC inh = inhibitors of Botulinum neurotoxin F light chain protease; Multiplex microsphere protease cleavage assay, flow cytometry; inhibition, % at 10 µM; actives 0.22% (n = 360,000); AID 588497; in the data active = inhibition above about 35%, passing the limit was not always enough; inconclusive = no clear call, values can overlap the other calls; note: plate controls were buffer without enzyme for full effect and enzyme alone for no effect
SSB-PriA inh = K. pneumoniae PriA-SSBct interaction inhibition | AlphaScreen SSBct-PriA binding, biotinylated peptide | actives 0.6% (n = 430,000) | inhibition, % at 33 µM | AID 1272365; in the data active = inhibition mostly above about 37%, no sharp cut-off; inactive = mostly below about 20%;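 note: plate controls were negative control peptide for no effect and reference peptide for full effect; strong numbers were not always called active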
Anthrax LF inh2 = anthrax lethal factor protease inhibition; multiplex microsphere protease cleavage assay, LF; inhibition, % at 10 µM; actives 0.12% (n = 360,000); AID 588501; note: plate controls were buffer without enzyme for full effect and enzyme alone for no effect
CCHF vOTU inh = CCHFV vOTU protease inhibition | inhibition, % at 11.5 µM | Pep-AMC fluorescence | actives 0.55% (n = 370,000); in the data active = inhibition above about 30%; note: 0% = vehicle wells with enzyme and 100% = no enzyme wells
MazF activator = MazEF (E. coli) toxin RNase activation. P0AE70. FAM/BHQ RNA-DNA oligo cleavage fluorescence, 5 h. activation, % at 20 µM. actives 0.32% (n = 350,000); in the data active = activation above about 50%
Target sequence (P0AE70 whole entry, looked up): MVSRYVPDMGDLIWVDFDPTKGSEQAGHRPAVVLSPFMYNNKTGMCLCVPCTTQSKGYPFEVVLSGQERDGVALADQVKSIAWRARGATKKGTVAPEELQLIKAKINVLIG
PrPC surface inh = inhibitors of human cell surface prion protein PrPC; TR-FRET read-out; inhibition, % at 13.8 µM; actives 0.43% (n = 370,000); in the data active = inhibition above about 24%; note: 0% = median of the test wells and 100% = reference compound wells
Rv3671c protease = inhibitors of M. tuberculosis serine protease Rv3671c. P9WHR9. actives 0.048% (n = 320,000). inhibition, % at 5.96 µM. AID 2606; in the data active = inhibition above about 38%;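 note: extracellular domain of Rv3671c used as enzyme; 0% = enzyme with DMSO and 100% = no enzyme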
Target sequence (P9WHR9 whole entry, looked up, the tested form may be a part): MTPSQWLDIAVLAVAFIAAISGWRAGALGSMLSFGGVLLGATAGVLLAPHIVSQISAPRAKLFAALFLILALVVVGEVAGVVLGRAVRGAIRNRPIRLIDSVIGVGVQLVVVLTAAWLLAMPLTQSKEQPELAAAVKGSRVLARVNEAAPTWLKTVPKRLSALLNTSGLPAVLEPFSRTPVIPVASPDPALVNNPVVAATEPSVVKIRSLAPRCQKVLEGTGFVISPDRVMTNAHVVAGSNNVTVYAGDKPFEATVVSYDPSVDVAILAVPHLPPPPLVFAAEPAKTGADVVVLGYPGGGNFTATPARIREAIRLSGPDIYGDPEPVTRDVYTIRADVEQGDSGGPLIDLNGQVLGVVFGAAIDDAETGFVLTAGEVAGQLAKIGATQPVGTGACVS
BoNT A protease = blocks Botulinum neurotoxin A light chain protease; multiplex microsphere protease substrate cleavage, flow cytometry; inhibition, % at 10 µM; actives 0.17% (n = 360,000); AID 588499; note: plate controls were buffer without enzyme for full effect and enzyme alone for no effect
VHR inh abs = inhibitors of human VHR1 phosphatase (DUSP3) | recombinant VHR phosphatase, pNPP absorbance | inhibition, % at 13.3 µM | actives 0.52% (n = 290,000); in the data active = inhibition above about 50%; note: some compounds called inactive have numbers as strong as hits
Target sequence (P51452 whole entry, looked up): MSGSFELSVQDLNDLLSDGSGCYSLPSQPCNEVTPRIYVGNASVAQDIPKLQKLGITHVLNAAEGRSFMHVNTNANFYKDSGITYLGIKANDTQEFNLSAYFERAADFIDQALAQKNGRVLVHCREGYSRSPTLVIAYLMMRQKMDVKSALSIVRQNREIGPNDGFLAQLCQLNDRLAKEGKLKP
SARS 3CLpro inh = SARS-CoV 3CLpro protease inhibition. actives 0.14% (n = 290,000). inhibition, % at 6 µM. AID 1706. recombinant SARS-CoV 3CLpro, quenched FRET peptide cleavage; in the data active = inhibition above about 12%
* marks the source's active call; other numbers are inactive results; u = inconclusive; x = not tested or not shown; & = joins results of further samples. Cut-off read from the data, not from the text of the source, unless noted: active = inhibition above about 30%; inconclusive = no clear call, values can overlap the other calls; inactive = below that.

1) COc1ccc2oc(C(=O)OCC(=O)Nc3ccc(OC)c(S(N)(=O)=O)c3)c(C)c2c1
2) O=C(C=C1CCN(c2ncc(C(F)(F)F)cc2Cl)CC1)NNC(=O)Nc1ccc(Cl)cc1
3) O=C(Nc1cccc([N+](=O)[O-])c1)c1ccc(-c2ccccc2)cc1
4) O=C(Cc1c(F)cccc1Cl)OCN1C(=O)c2ccccc2C1=O
5) O=C(OCn1nnc2ccccc2c1=O)c1cccs1
6) Cc1oc2c(C)c3oc(=O)c(CCC(=O)NCCN4CCOCC4)c(C)c3cc2c1C
7) Cc1ccc(CSc2nnc(-c3ccc(S(=O)(=O)N4CCCC4)cc3)o2)cc1
8) O=C(c1cccc(C(F)(F)F)c1)N1CCOc2ccccc21
9) O=C(NCCCN1CCCC1=O)c1ccccc1NS(=O)(=O)c1ccc(F)cc1
10) O=C(NCCCn1ccnc1)c1ccc(Cl)c(Cl)c1

compound no.,1,2,3,4,5,6,7,8,9,10
BoNT-F LC inh,15,3,1,-1,-8,-4,-5,2,-7,u
SSB-PriA inh,-7,-11,7,5,-13&-6,-2,-9,-12,-12,-8
Anthrax LF inh2,4,-13,-1,6,5,2,-6,-12,-3,7
CCHF vOTU inh,-17,-4,-2,3,-4,-9,0,5,15,4
MazF activator,-7,10,-1,7,6,7,-41,0,4,4
PrPC surface inh,4,1,-2,-10,4,8,0,7,-3,10
Rv3671c protease,-11,-10,1,2,-2,-4,1,0,7,-1
BoNT A protease,3.4,1.1,0.5,1.3,-0.6,0.3,0.5,-3.0,-1.4,2.7
VHR inh abs,x,14,-10,26,3,24,8,17,-8,-10
SARS 3CLpro inh,x,2,3,9,1,-3,-4,9,-5,3

11) O=C(Nc1nnc(COc2ccc(Cl)cc2)s1)c1ccc([N+](=O)[O-])cc1
12) C[C@H]1CN([C@@H](C)CO)C(=O)c2cccc(NC(=O)C3CC3)c2O[C@H]1CN(C)Cc1ccncc1
13) Cc1ccc(S(=O)(=O)N2CCN(C(=O)N3CCCCC3)CC2)c(C)c1
14) CCOc1cc(CNCCc2ccc(S(N)(=O)=O)cc2)ccc1OCC(=O)NC1CCCCC1
15) Cc1cc(C)n2nc(SC(C)C(=O)N3CCCC3)nc2n1 (centres undefined)
16) COc1cc(/C=C2\SC(=S)N(CCC(=O)Nc3cccc(O)c3)C2=O)cc(OC)c1OC
17) O=C(COC(=O)/C(=C/c1cccs1)c1cccs1)NCc1ccccc1Cl
18) CN(CC(=O)Nc1ccc(F)c(F)c1F)C(=O)C1=NN(c2ccccc2)C(=O)CC1
19) O=C(c1cc(N2C(=O)C3C4CCC(C4)C3C2=O)ccc1Cl)N1CCN(c2ccccc2F)CC1 (centres undefined)
20) C(=C\c1ccccc1)/CN1CCN(C(c2ccnc3ccccc23)c2nnnn2C2CCCC2)CC1 (centres undefined)

compound no.,11,12,13,14,15,16,17,18,19,20
BoNT-F LC inh,-2,-5,-4,-27,11,u,-3,-6,0,10
SSB-PriA inh,-13,1,x,-9,-2,24,-3,5,1,x
Anthrax LF inh2,-1,-15,-2,4,-4,22,0,4,0,3
CCHF vOTU inh,-5,4,-8,-3,-4,1,7,10,1,4
MazF activator,3,-1,-6,7,4,-4,-5,-3,-4,x
PrPC surface inh,-8,0,11,1,-4,-4,-2,-3,3,-13
Rv3671c protease,-6,4,x,-1,x,-20,-19,-3,-2,x
BoNT A protease,0.0,0.1,0.3,0.5,6.3,9.9,0.0,-2.7,0.6,-0.1
VHR inh abs,13,x,x,19,x,6,-5,x,13,x
SARS 3CLpro inh,0,x,x,1,x,-1,3,x,3,x

Two compounds from above, limited to Rv3671c protease, BoNT-F LC inh and BoNT A protease.
no.	molecule	Rv3671c protease	BoNT-F LC inh	BoNT A protease
1	COc1ccc2oc(C(=O)OCC(=O)Nc3ccc(OC)c(S(N)(=O)=O)c3)c(C)c2c1	-11	15	3.4
2	O=C(C=C1CCN(c2ncc(C(F)(F)F)cc2Cl)CC1)NNC(=O)Nc1ccc(Cl)cc1	-10	3	1.1

Among those listed so far, these contain four or more nitrogen atoms.
2) O=C(C=C1CCN(c2ncc(C(F)(F)F)cc2Cl)CC1)NNC(=O)Nc1ccc(Cl)cc1
11) O=C(Nc1nnc(COc2ccc(Cl)cc2)s1)c1ccc([N+](=O)[O-])cc1
12) C[C@H]1CN([C@@H](C)CO)C(=O)c2cccc(NC(=O)C3CC3)c2O[C@H]1CN(C)Cc1ccncc1
15) Cc1cc(C)n2nc(SC(C)C(=O)N3CCCC3)nc2n1 (centres undefined)
18) CN(CC(=O)Nc1ccc(F)c(F)c1F)C(=O)C1=NN(c2ccccc2)C(=O)CC1
20) C(=C\c1ccccc1)/CN1CCN(C(c2ccnc3ccccc23)c2nnnn2C2CCCC2)CC1 (centres undefined)

compound no.,2,11,12,15,18,20
BoNT-F LC inh,3,-2,-5,11,-6,10
SSB-PriA inh,-11,-13,1,-2,5,x
Anthrax LF inh2,-13,-1,-15,-4,4,3
CCHF vOTU inh,-4,-5,4,-4,10,4
MazF activator,10,3,-1,4,-3,x
PrPC surface inh,1,-8,0,-4,-3,-13
Rv3671c protease,-10,-6,4,x,-3,x
BoNT A protease,1.1,0.0,0.1,6.3,-2.7,-0.1
VHR inh abs,14,13,x,x,x,x
SARS 3CLpro inh,2,0,x,x,x,x

(cont.)
21) Cc1cccc(Nc2n[nH]c(C)c2[N+](=O)[O-])c1
22) COc1ccc(S(=O)(=O)N2CCCCC2)cc1NC(=O)CCOc1cc(C)ccc1C
23) Cc1ccc(NC(=O)CSc2nnc(CNC(=O)c3ccco3)n2C)c(C)c1
24) O=C(Nc1ccccn1)C1CCN(c2ncnc3c2nc2n3CCCCC2)CC1
25) Cc1nc2ccccc2nc1CC(O)(c1ccccc1)c1ccccc1
26) CCOc1ccccc1NC(=O)c1sc2ncn(CC(=O)N3CCOCC3)c(=O)c2c1C
27) COc1ccc(NC(=O)N(C)C[C@H]2Oc3c(NC(=O)Nc4ccc(C(F)(F)F)cc4)cccc3C(=O)N([C@H](C)CO)C[C@@H]2C)cc1
28) CCn1c(SCc2ccccc2)nnc1-c1cccs1
29) CN(C)/C=C(\C#N)c1nc2ccccc2[nH]1
30) COc1ccc(CCNC(=O)C2CCN(S(=O)(=O)c3cccs3)CC2)cc1OC

compound no.,21,22,23,24,25,26,27,28,29,30
BoNT-F LC inh,-10,-3,3,3,7,-16,-4,-7,4,-7
SSB-PriA inh,10,-10,-4,8,x,1,3,-2,-6,-10
Anthrax LF inh2,-3,-8,0,3,-2,-13,-11,10,-3,1
CCHF vOTU inh,-16,-10,5,7,8,1,0,-8,-1,9
MazF activator,-4,2,-18,0,6,7,9,8,-5,-1
PrPC surface inh,-18,3,0,10,4,-10,-1,4,1,11
Rv3671c protease,-8,-10,7,-6,x,5,-40,-4,0,-9
BoNT A protease,-1.1,-0.2,0.9,1.2,0.3,-2.4,0.2,-0.6,-0.1,-0.8
VHR inh abs,-13,x,x,0,x,19,x,22,17,20
SARS 3CLpro inh,3,x,x,3,x,1,x,-3,-1,0

31) CCCCCCCCN1[C@@H](CC(=O)OC)c2cc(F)ccc2S1(=O)=O
32) Cc1ccc([C@@H]2CC=C(C(=O)O)[C@H](c3ccccc3)N2S(=O)(=O)c2ccc(C)cc2)cc1
33) O=C(c1ccc(-c2nnc(Nc3ccccc3)c3ccccc23)cc1)N1C[C@H]2C[C@H](C1)c1cccc(=O)n1C2
34) CCOC(=O)c1[nH]c2ccccc2c1NC(=O)c1ccc(Br)o1
35) CC(C)(C)c1oc(C(=O)O)cc1CN1CCOCC1
36) O=C1NC(=S)N/C1=C/c1cc2c(cc1[N+](=O)[O-])OCO2
37) CCOc1ccc(NS(=O)(=O)c2ccc3[nH]cc(C(=O)N(CC)CC)c(=O)c3c2)cc1
38) Cc1ccc(OCC(=O)N2CCN(c3nnc(-c4ccccc4)c4ccccc34)CC2)cc1
39) O=C(CN1C(=O)/C(=C/c2ccccc2)SC1=S)NC1CCS(=O)(=O)C1 (centres undefined)
40) CCC(=O)c1cn(CC(=O)Nc2ccc(F)cc2)c2ccccc12

compound no.,31,32,33,34,35,36,37,38,39,40
BoNT-F LC inh,-7,2,-21,-12,-5,11,6,9,-7,3
SSB-PriA inh,-47,10,-12,-6,0,-10,-5,-5,-15,x
Anthrax LF inh2,4,-7,0,4,-5,16,-4,-6,1,3
CCHF vOTU inh,5,0,6,-1,5,25,8,10,4,23
MazF activator,-1,3,1,-1,8,-12,8,6,2,-13
PrPC surface inh,-3,6,-21,-3,2,-23,3,-6,2,9
Rv3671c protease,-10,-1,0,-23,-4,-15,1,0,-9,x
BoNT A protease,-0.2,-0.2,-0.8,u,-0.1,-2.5,0.3,0.0,-0.8,-0.2
VHR inh abs,x,x,10,18,0,2,29,-23,-14,x
SARS 3CLpro inh,x,x,5,-2,0,-42,-4,2,-4,x

41) COc1ccc(OC)c(-n2nnnc2SCC(=O)O)c1
42) O=C(NCc1ccco1)c1csc(Nc2ccccc2Cl)n1
43) CC1Cc2ccccc2N1C(=O)CSc1nncn1C (centres undefined)
44) O=C(COC(=O)c1ccccc1O)Nc1ccc(S(=O)(=O)N2CCCCC2)cc1
45) Cc1ccc(NC(=O)c2ccc3c(c2)C(=O)N(Cc2cccnc2)C3=O)c(C)c1
46) Cc1ccc(N)c(C(=O)CCCCC(=O)O)c1
47) Cc1ccc(C)c(NC(=O)C(Sc2nncn2C)c2ccccc2)c1 (centres undefined)
48) COc1cc(/C=C/C(=O)N2c3ccccc3Sc3ccc(C(F)(F)F)cc32)cc(OC)c1OC
49) CC(C)n1ncc2c(C(=O)Nc3ccccc3SCC(N)=O)cc(C3CC3)nc21
50) COCCNC(=O)c1ccccc1NC(=O)c1ccccc1N(C)S(=O)(=O)c1ccccc1

compound no.,41,42,43,44,45,46,47,48,49,50
BoNT-F LC inh,2,0,1,-1,-7,-1,3,-25,-7,10
SSB-PriA inh,-8,8,2,8,-1,-7,-5,6,x,-2
Anthrax LF inh2,1,-5,-2,-4,-4,-1,-5,2,0,1
CCHF vOTU inh,-42,12,-9,-6,-1,-7,-6,-2,5,10
MazF activator,5,5,2,8,-2,1,13,-2,-2,4
PrPC surface inh,-2,8,3,4,2,6,0,5,-4,2
Rv3671c protease,5,-4,-13,-24,1,1,1,-11,x,-2
BoNT A protease,1.0,1.3,-0.3,-0.1,-0.7,0.2,0.1,-1.7,-0.1,0.4
VHR inh abs,-8,6,-1,30,36,25,5,-4,x,4
SARS 3CLpro inh,-1,6,5,4,2,0,3,-7,x,-1

51) Cc1ccc(/C=C/C(=O)Nc2ncc(C)s2)o1
52) COc1cc(NC(=S)N2CCN(c3ccccn3)CC2)cc(OC)c1OC
53) COc1ccc(C(=O)Cn2nnc(-c3ccccc3-n3cnnn3)n2)cc1
54) COc1cc([N+](=O)[O-])ccc1NC(=O)NCCCN1CCCC1=O
55) COCCNC(=O)/C(C#N)=C/c1cccc(OCc2ccccc2)c1
56) O=C(O)c1cc(-c2ccc(N3CCOCC3)cc2)nn1-c1ccc(F)cc1F
57) CCC(=O)Nc1cccc(-c2cn3ccccc3n2)c1
58) COc1ccc2[nH]c(C)cc(=O)c2c1
59) Cc1ccc(S(=O)(=O)N2CCN(C(=O)COC(=O)COc3ccc(Cl)c(C)c3)CC2)c(C)c1

compound no.,51,52,53,54,55,56,57,58,59
BoNT-F LC inh,-7,1,-12,3,-2,-1,1,0,10
SSB-PriA inh,-14,-1,-3,12,2,8,-8&-11,-6,-5
Anthrax LF inh2,-1,-1,-2,-1,-2,-3,0,1,8
CCHF vOTU inh,2,-11,0,7,11,3,-14,3,-15
MazF activator,6,4,9,3,-10,2,2,2,-22
PrPC surface inh,-7,0,-3,-12,-1,8,7,-2,6
Rv3671c protease,-20,-3,6,-2,-3,0,-5,0,x
BoNT A protease,-0.5,1.0,-0.7,0.7,-0.3,0.1,0.2,0.1,1.2
VHR inh abs,0,22,26,10,2,5,14,-4,x
SARS 3CLpro inh,-16,-1,-4,2,3,0,4,-4,x

A portion of the library (hit frequency here may not be typical).
